High-throughput results deposited in PubChem by NCI.
Growth percent in the NCI-60 one-dose screen (48 h, 10 µM unless noted): 100 = growth as untreated, 0 = no growth, -100 = all killed.
A498: A498 renal cancer cells. 76,000 tested, 5.4% active. AID 1794774
RXF 393: RXF 393 renal cancer cells; 77,000 tested, 6.9% active; AID 1794773
ACHN: ACHN renal cancer | 81,000 tested, 4.9% active
OVCAR-8: OVCAR-8 ovarian cancer; 81,000 tested, 4.4% active; AID 1794782
OVCAR-5: OVCAR-5 ovarian cancer; 82,000 tested, 2.9% active
OVCAR-3: OVCAR-3 ovarian cancer; 79,000 tested, 7% active; AID 1794787
CAKI-1: CAKI-1 renal cancer; AID 1794772; 75,000 tested, 4.7% active
TK-10: TK-10 renal cancer cells. 81,000 tested, 3.9% active
Numbers without * were called inactive; nt = not tested or not shown; & = joins results of further samples. How the source made its calls: active means growth percent below 10; inactive means the rest. This is a subset. The share of hits here may be higher or lower than overall.

molecule | A498 | RXF 393 | ACHN | OVCAR-8 | OVCAR-5 | OVCAR-3 | CAKI-1 | TK-10
O=C(Cn1cc(CN2CCN(c3ccnc4cc(Cl)ccc34)CC2)nn1)Nc1ccc([N+](=O)[O-])cc1 | 94 | 79 | 84 | 99 | 90 | 106 | 83 | 122
COc1cccc(N2CCC(=O)NC2=S)c1 | 98 | 111 | 103 | 105 | 104 | 110 | 99 | 105
O=CNc1ccc(-n2cnc3cc(-c4ccc(O)cc4)ccc32)cc1 | 135 | 87 | 65 | 82 | 95 | 69 | 87 | 108
O=C(COc1ccc(-c2nc3ccccc3[nH]2)cc1)N=Nc1c(O)[nH]c2ccc(Cl)cc12 | 90 | 88 | 98 | 12 | 104 | 64 | 94 | 88
COc1ccc(/C=C2/C=C(c3ccc(F)cc3)N(Cc3ccccc3)C2=O)cc1 | 69 | 76 | 65 | 59 | 80 | 88 | 51 | 91
C=CCNC(=S)N/N=C(\C)c1nnn(-c2ccc(Cl)cc2)c1C | 77 | 85 | 97 | 98 | 123 | nt | 80 | 117
CN(C)c1ccc2c(c1[N+](=O)[O-])Cc1ccccc1-2 | 109 | 107 | 94 | 99 | 92 | 105 | 85 | 120
Cc1ccc(-c2cc(O)c(C(=O)Nc3ccccc3)s2)cc1 | 76 | 97 | 91 | 104 | 95 | 82 | 89 | 114

molecule | A498 | RXF 393 | ACHN | OVCAR-8 | OVCAR-5 | OVCAR-3 | CAKI-1 | TK-10
O=C(O)c1cccc(C(=O)O)n1 | 97 | 107 | 102 | 107 | 104 | 102 | 105 | 119
NC(=S)c1ccccn1 | 99 | 99 | 103 | 103 | 106 | 99 | 88 | 106
CCC1(CC)NC(=O)c2c(c3ccc(Cl)c(Cl)c3n2C)C1C#N (stereo not drawn) | 85 | nt | 96 | 94 | 81 | 95 | 67 | 127
COc1ccc(NC(=O)/C(=C/n2c(=S)[nH]c3cc(C)ccc32)C(C)=O)cc1 | 90 | 123 | 97 | 100 | 99 | 113 | 97 | 104
CC(=O)CC(=O)c1ccccc1.[Cu+2] | 141 | 125 | 104 | 110 | 107 | 114 | 101 | 103
Cc1ccc(NC(=O)CNCC(C)C)cc1Cl | 92 | 98 | 105 | 97 | 95 | 104 | nt | 89
O=CN1CCN(Cc2ccccc2)CC1 | 87 | 106 | 107 | 104 | 91 | 109 | 93 | 103
O=C(O)/C=C/C(=O)Nc1ccc(Oc2ccc(Cl)cc2)cc1 | 100 | 125 | 102 | 105 | 111 | 103 | 99 | 108

molecule | A498 | RXF 393 | ACHN | OVCAR-8 | OVCAR-5 | OVCAR-3 | CAKI-1 | TK-10
O=C(CSc1nc2ccccc2s1)Nc1ccc(-c2nc3ccccc3s2)cc1 | 58 | 130 | 97 | 104 | 93 | 74 | 88 | 111
O=C1C(c2[nH]c3ccc(S(=O)(=O)O)cc3c2O)=Nc2ccc(S(=O)(=O)O)cc21 | 117 | 103 | 90 | 99 | 121 | 95 | 101 | 91
FC(F)(F)c1ccc(-c2nnc3c4[nH]ccc4ncn23)cc1 | 84 | 123 | 94 | 95 | 116 | 100 | 88 | 105
CCN(Cc1ccccc1)C1CCN(Cc2cc(Br)ccc2O)CC1 | 66 | 49 | 45 | 60 | 68 | 52 | 45 | 52
C[N+]1(CCC2CCCCC2)CCOCC1 | 80 | 110 | 108 | 104 | 88 | 100 | 98 | 100
CN(c1ccccc1)c1cc(N)nc(N)n1 | 93 | 115 | 102 | 103 | 101 | 100 | nt | 96
c1ccc2[nH]c(CCCCCc3nc4ccccc4[nH]3)nc2c1 | nt | 101 | 102 | 93 | 100 | 109 | 53 | 123
O=c1c2c3c(sc2nc(N/N=C/c2cn(-c4ccccc4)nc2-c2ccc(Cl)cc2)n1Cc1ccccc1)CCCC3 | 112 | 118 | 117 | 98 | 121 | 106 | 99 | 129

molecule | A498 | RXF 393 | ACHN | OVCAR-8 | OVCAR-5 | OVCAR-3 | CAKI-1 | TK-10
CC(C)CC(C(=O)O)N1C(=O)/C(=C\c2ccc(-c3ccc(Cl)cc3)o2)SC1=S (stereo not drawn) | 118 | 117 | 101 | 99 | 102 | 109 | 88 | 128
CC/C=C\C[C@@H](O)C/C=C1/C(=O)C=C[C@H]1C/C=C\CCCC(=O)OC | 97 | -17* | 27 | -6.8* | 54 | -2.3* | 18 | 31
O=C(COc1cccc(/C=C2\COc3ccc(Cl)cc3C2=O)c1)c1ccc(Cl)cc1 | 111 | nt | 91 | 92 | 81 | 87 | 84 | 98
COc1cc(-c2cc(-c3nc4cc(F)ccc4nc3C)nc(N)n2)cc(OC)c1OC | 96 | 118 | 92 | 119 | 89 | 111 | 90 | 104
Cc1cc(Cl)nc(N(CCNc2ccnc3cc(Cl)ccc23)Cc2ccco2)n1 | 70 | -16* | 18 | 45 | 80 | -41* | nt | 64
Cn1cc(-c2cc3nc(-c4c[nH]c5ccc(Cl)cc45)cc(N)n3n2)c2ccccc21 | -63* | -80* | -100* | -65* | -89* | -63* | -95* | -92*
CC(C)Cn1cnc2c(N)nc3ccccc3c21 | 103&101&77 | 83&104&112 | 98&98&97 | 100&99&106 | 103&99&100 | 119&100&98 | 84&80&88 | 96&103&99
c1ccc2[nH]c(-c3ccc(C4NCCc5c4[nH]c4ccccc54)cc3)nc2c1 (stereo not drawn) | 104 | 94 | 102 | 99 | 94 | 107 | 77 | 95

Part of the list above, with each value named:
mol: c1ccc2[nH]c(-c3ccc(C4NCCc5c4[nH]c4ccccc54)cc3)nc2c1 (stereo not drawn)
- A498 = 104
- RXF 393 = 94
- ACHN = 102
- OVCAR-8 = 99
- OVCAR-5 = 94
- OVCAR-3 = 107
- CAKI-1 = 77
- TK-10 = 95
mol: O=C(COc1cccc(/C=C2\COc3ccc(Cl)cc3C2=O)c1)c1ccc(Cl)cc1
- A498 = 111
- RXF 393 = nt
- ACHN = 91
- OVCAR-8 = 92
- OVCAR-5 = 81
- OVCAR-3 = 87
- CAKI-1 = 84
- TK-10 = 98
mol: Cn1cc(-c2cc3nc(-c4c[nH]c5ccc(Cl)cc45)cc(N)n3n2)c2ccccc21
- A498 = -63*
- RXF 393 = -80*
- ACHN = -100*
- OVCAR-8 = -65*
- OVCAR-5 = -89*
- OVCAR-3 = -63*
- CAKI-1 = -95*
- TK-10 = -92*
mol: CC/C=C\C[C@@H](O)C/C=C1/C(=O)C=C[C@H]1C/C=C\CCCC(=O)OC
- A498 = 97
- RXF 393 = -17*
- ACHN = 27
- OVCAR-8 = -6.8*
- OVCAR-5 = 54
- OVCAR-3 = -2.3*
- CAKI-1 = 18
- TK-10 = 31

Limited to OVCAR-5, for some of the entries so far:
compound	OVCAR-5
O=C(COc1cccc(/C=C2\COc3ccc(Cl)cc3C2=O)c1)c1ccc(Cl)cc1	81
COc1cc(-c2cc(-c3nc4cc(F)ccc4nc3C)nc(N)n2)cc(OC)c1OC	89
Cc1cc(Cl)nc(N(CCNc2ccnc3cc(Cl)ccc23)Cc2ccco2)n1	80
Cn1cc(-c2cc3nc(-c4c[nH]c5ccc(Cl)cc45)cc(N)n3n2)c2ccccc21	-89*
CC(C)Cn1cnc2c(N)nc3ccccc3c21	103&99&100
c1ccc2[nH]c(-c3ccc(C4NCCc5c4[nH]c4ccccc54)cc3)nc2c1 (stereo not drawn)	94

Next entries:
molecule | A498 | RXF 393 | ACHN | OVCAR-8 | OVCAR-5 | OVCAR-3 | CAKI-1 | TK-10
CNc1ccccc1[N+](=O)[O-] | 99 | 125 | 107 | 103 | 104 | 115 | nt | 115
c1cc[n+](Cc2ccc3ccccc3n2)cc1 | 85 | 94 | 104 | 99 | 101 | 103 | 89 | 97
O=S(=O)(Nc1cc(Sc2nc3ccccc3s2)c(O)c2ccccc12)c1ccc2ccccc2c1 | 97 | 104 | 98 | 75 | 111 | 83 | 101 | 123
COc1ccc(C(NC23CC4CC(CC(C4)C2)C3)c2nnnn2C(C)(C)C)cc1 (stereo not drawn) | nt | 111 | 103 | 102 | 103 | 116 | 101 | 96
CC(C)CCSc1nc(NCCO)c(C#N)c(-c2ccc(F)cc2)n1 | 79 | 100 | 95 | 94 | 98 | 108 | 93 | 99
CCOC(=O)/C(C#N)=C\c1ccc(N(CC)CC)cc1 | 60 | 119 | 105 | 96 | 97 | 88 | nt | 90
CC1=NC(=S)NC(c2ccccc2)/C1=C1/CC(c2ccc(Cl)cc2)ON1 (stereo not drawn) | 130 | nt | 99 | 117 | 117 | 106 | 93 | 113
CCOP(=O)(OCC)c1nc(-c2ccccc2)oc1N1CCOCC1 | 85 | 103 | 100 | 99 | 102 | 107 | 91 | 104

molecule | A498 | RXF 393 | ACHN | OVCAR-8 | OVCAR-5 | OVCAR-3 | CAKI-1 | TK-10
Cc1cc(C)c(NC(=O)N(CCCl)N=O)cc1C | 114 | 118 | 88 | 93 | 93 | 99 | 101 | 99
COc1ccc(N2C(N)=NC(N)=NC2(C)C)cc1 | 74 | 77 | 107 | 44 | 79 | 103 | 101 | nt
NS(=O)(=O)c1ccc(CN2C(=O)c3ccc(C(=O)O)cc3C2=O)cc1 | 100 | 105 | 102 | 99 | 107 | 104 | 96 | 91
CN(C(=O)CN(CCO)CC(=O)N(C)C(C)(C)Cc1ccccc1)C(C)(C)Cc1ccccc1 | 80 | 79 | 86 | 88 | 85 | 80 | 54 | 84
O=C(/C=C/c1cn(-c2ccccc2)nc1-c1ccc(Cl)cc1)OCc1cn(-c2ccccc2[N+](=O)[O-])nn1 | 82 | 111 | 99 | 101 | 110 | 107 | 80 | 110
COc1ccc(-n2nc(C(=O)NCC(=O)O)nc2-c2ccccc2)cc1 | 113 | 120 | 108 | 111 | 100 | 116 | nt | 94
Cc1cc(NS(=O)(=O)c2ccc(NC(=O)CSc3nc4ccccc4c(=O)n3-c3ccc(Cl)cc3)cc2)no1 | 100 | 90 | 97 | 100 | 93 | 104 | 98 | 105
O=S(=O)(Oc1ccc(-c2ccc(Br)cc2)cc1)c1ccccc1 | 90 | 106 | 119 | 111 | 109 | 130 | 96 | 87

Values run as follows: A498, RXF 393, ACHN, OVCAR-8, OVCAR-5, OVCAR-3, CAKI-1, TK-10
> OC(c1ccccc1)(c1ccccc1)C(F)(F)F
    nt, 120, 95, 112, 94, nt, 98, 96
> O=C(Nc1ccc(-c2cccc(Oc3ccc4nnc(Cl)n4n3)c2)cc1)C1CC1
    71, 97, 90, 85, 88, nt, 66, 110
> COc1ccc(-c2nc(SCCC(C)C)nc(N/N=C(/C)c3ccc(Cl)cc3)c2C#N)cc1
    80, nt, 91, 91, 86, 93, 74, 102
> O=C1CC(C(F)(F)F)Cc2nc3ccc(Cl)cc3cc21 (stereo not drawn)
    77, 91, 98, 83, 90, 93, 94, 150
> CN(CCO)c1ccc(N2Cc3ccccc3OC3=C2C(=O)c2c(O)ccc(O)c2C3=O)cn1
    -48*, -97*, -100*, 1.9*, -60*, -100*, nt, -98*
> C#C[C@]1(O)CC[C@H]2[C@@H]3CC=C4c5sc(Nc6ccccc6)nc5CC[C@]4(C)[C@H]3CC[C@@]21C
    -37*, -53*, 20, 34, 52, 32, 22, 57
> CCC(C)C(=O)OC(=O)c1ccc([N+](=O)[O-])cc1 (stereo not drawn)
    90, 109, 109, 102, 87, 107, 101, 112
> COc1ccc(/C(=C\c2ccc3c(c2)OCO3)C(=O)Nc2nc3ccc(C)cc3s2)cc1OC
    70, 100, 100, 94, 90, 90, 78, 108
> COc1cc(/C=C/C(=O)Nc2ccc3c(c2)/C(=C\c2cccn2C)C(=O)N3)cc(OC)c1OC
    47, nt, 55, 37, 100, 42, 52, nt
> COc1cc2nc(N3CCN(C(=O)c4ccco4)CC3)nc(N)c2cc1OC
    nt, nt, nt, nt, nt, nt, 91, nt

Values run as follows: A498, RXF 393, ACHN, OVCAR-8, OVCAR-5, OVCAR-3, CAKI-1, TK-10
> CC(C)(C)NCCC(O)c1cc(C(F)(F)F)nc2c(C(F)(F)F)cccc12 (stereo not drawn)
    33, 73, 67, 84, 78, 76, 75, 83
> Clc1ccc2[nH]cc([C@@H]3CCC[C@H](c4c[nH]c5ccc(Cl)cc45)c4c3[nH]c3ccc(Cl)cc43)c2c1
    nt, 77, 39, 70, 85, 48, 38, 89
> CCc1cccc(CC)c1NC(=S)N/C=C(\C#N)S(=O)(=O)c1ccc(C)cc1
    87, 113, 99, 99, 101, 111, 101, 106
> CC(=O)NCCN
    98, 90, 97, 93, 102, 113, 85, 109
> CCCCCC(=O)c1ccco1
    110, 106, 102, 101, 101, 123, 95, 100
> CC(C)=CC/C=C(/C)[C@H]1CC[C@]2(C)[C@@H]1CC[C@@H]1[C@@]3(C)C/C(=C/c4ccco4)C(=O)C(C)(C)[C@@H]3CC[C@]12C
    104, 99, 96, 97, 102, 112, 88, 112
> COc1ccc(-c2nc(SCC(=O)N3CCN(c4cc5c(cc4F)c(=O)c(C(=O)O)cn5C4CC4)CC3)nc(Cl)c2C#N)cc1
    101, 102, 103, 99, 96, 111, 94, 129
> COc1ccc(Cn2ccc3c2-c2oncc2CC3)cc1
    90, 106, 97, 90, 97, 104, 86, 96
